From PubChem
GSK3B inh: inhibitors of human GSK3beta kinase. P49841. GST-GSK3beta kinase, ADP-Glo luminescence, 60 min; active compounds read low. activity score (negative = inhibition), % at 10 µM. 0.038% of 300,000 active. AID 2097;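 active = more than half of replicate wells score below -50%, meaning over 50% inhibition versus plate controls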;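 note: 0% = median DMSO wells and -100% = median GW8510 positive control wells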
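Assay system: GST-fused GSK3beta enzyme, cell-free / Medium: Tris pH 7.5 buffer with MgCl2, DTT, BSA, heparin / Also added: peptide substrate plus 25 µM ATP (final) / Compound: 10 µM single point / Timing: kinase reaction with compound 60 min at room temperature / Detection: ADP-Glo luminescence / Benchmarks: DMSO neutral wells and GW8510 at 20 µM as positive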
KCNK3 block: human KCNK3 channel inhibition, primary screen | CHO-KCNK3 thallium flux, FluxOR fluorescence; active compounds read low | B-score at 10 µM | O14649 | AID 602410 | 0.84% of 340,000 active;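 active = B-score under library mean minus 4 SD, starting fluorescence ratio at most library mean plus 5 SD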;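 note: more negative B-score means stronger inhibition of thallium flux through KCNK3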
Target sequence (O14649 whole entry, looked up): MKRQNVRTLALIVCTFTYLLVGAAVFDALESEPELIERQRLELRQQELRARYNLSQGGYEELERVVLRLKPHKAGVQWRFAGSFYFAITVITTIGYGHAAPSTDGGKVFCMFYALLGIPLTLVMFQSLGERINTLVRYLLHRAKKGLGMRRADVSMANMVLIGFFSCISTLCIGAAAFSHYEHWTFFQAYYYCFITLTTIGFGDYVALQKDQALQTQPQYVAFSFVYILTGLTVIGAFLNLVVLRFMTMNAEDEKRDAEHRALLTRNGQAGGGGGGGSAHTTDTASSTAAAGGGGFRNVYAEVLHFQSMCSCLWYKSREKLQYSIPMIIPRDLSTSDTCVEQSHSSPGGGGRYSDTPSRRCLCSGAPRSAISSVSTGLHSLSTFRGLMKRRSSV
DYRK1A inh: inhibitors of rat Dyrk1A kinase; Q63470; inhibition, % at 12.5 µM; 0.43% of 310,000 active; ADP-Glo luminescence, NFATc1 peptide; in the data active = inhibition above about 50%;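 note: plate controls were vehicle with enzyme for no effect and no enzyme for full effect; many of its hits are not listed in these tables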
GSK3A inh: human GSK-3 alpha kinase inhibition | ADP-Glo luminescence, 60 min | inhibition, % at 10 µM | 0.1% of 320,000 active | AID 2650;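 in the data active = inhibition above about 50%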;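 note: GST-tagged GSK-3 alpha with peptide substrate and 25 µM ATP; 0% = DMSO neutral wells and 100% = GW8510 positive control wells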
KCNK9 inh: blocks the human KCNK9 two-pore domain potassium channel | AID 488922 | 1.2% of 310,000 active | B-score at 10 µM | HEK293 KCNK9, FluxOR thallium flux fluorescence; active compounds read low;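 active = ratio B-score over 3 SD below the library mean, with starting fluorescence within 5 SD of its mean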;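 note: negative B-score means less thallium flux so channel inhibition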
HDAC3 inhib: human HDAC3 inhibition | recombinant HDAC3, fluorogenic peptide/trypsin coupled, fluorescence | O15379 | 0.15% of 320,000 active | AID 2718 | inhibition, % at 8.3 µM; in the data active = inhibition above about 26%, passing the limit was not always enough
RGS4 act: RGS4 potentiation or activation. B-score at 10 µM. 0.92% of 310,000 active. HEK293 M3R/inducible RGS4, carbachol calcium flux Fluo4; active compounds read low;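 active = B-score of the integrated calcium signal more than 4 SD below the library mean, with starting fluorescence not abnormally high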;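 note: negative B-score means reduced calcium response which marks RGS4 activation or potentiation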
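Assay system: HEK293 FlpIn-TREx cells, stable M3R, doxycycline-inducible RGS4 / Probe or stimulus: carbachol, ECmax concentration / Times: overnight RGS4 induction, 30 min dye load 37 °C, 20 min compound RT / Signal: kinetic calcium fluorescence imaging with Fluo4-AM dye, 2 µM / Measure: Agonist-evoked peak-minus-minimum fluorescence over baseline, integrated ratio, B score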
PolyA inhibitor: yeast polyadenylation inhibition. calls only at 12 µM. AID 1875. S. cerevisiae SKY197-pL101 polyadenylation reporter, beta-gal luminescence; efflux-impaired pdr1/pdr3 knockout yeast; score 100 = 6 SD above DMSO. 0.02% of 300,000 active;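 active = lowest replicate activity score at least 50, where 100 means six control SD above control mean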;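 note: yeast exposed to compound for 9 h at 30 °C; higher score means more reporter readthrough which indicates perturbed polyadenylation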
KCNQ1 inh: blocks the human KCNQ1 potassium channel. CHO-K1 KCNQ1, FluxOR thallium flux fluorescence; active compounds read high. B-score at 10 µM. 1.3% of 310,000 active. AID 2642;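 active = compounds whose thallium flux B-score, printed positive for inhibition, exceeds three library SD while starting fluorescence stays within three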;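 note: channel opened by potassium depolarization with thallium stimulus after 20 min compound exposure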
Target sequence (P51787 whole entry, looked up): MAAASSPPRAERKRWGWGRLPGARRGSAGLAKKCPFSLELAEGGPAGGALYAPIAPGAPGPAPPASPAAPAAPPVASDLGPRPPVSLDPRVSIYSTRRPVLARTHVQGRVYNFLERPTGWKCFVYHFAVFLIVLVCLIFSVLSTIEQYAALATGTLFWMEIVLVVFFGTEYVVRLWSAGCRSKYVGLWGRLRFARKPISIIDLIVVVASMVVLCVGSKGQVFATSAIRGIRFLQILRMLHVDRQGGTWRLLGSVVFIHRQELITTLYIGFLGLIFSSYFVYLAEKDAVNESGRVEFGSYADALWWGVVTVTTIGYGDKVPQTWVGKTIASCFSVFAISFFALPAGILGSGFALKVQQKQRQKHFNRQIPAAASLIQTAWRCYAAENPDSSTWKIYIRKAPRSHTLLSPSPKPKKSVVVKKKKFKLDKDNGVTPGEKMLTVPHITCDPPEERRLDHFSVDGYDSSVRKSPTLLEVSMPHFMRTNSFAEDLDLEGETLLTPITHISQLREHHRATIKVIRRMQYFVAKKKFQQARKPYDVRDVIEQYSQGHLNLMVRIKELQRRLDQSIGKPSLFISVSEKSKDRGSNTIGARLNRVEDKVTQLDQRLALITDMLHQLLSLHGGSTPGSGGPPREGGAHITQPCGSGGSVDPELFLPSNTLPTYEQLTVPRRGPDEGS
KCNQ1 act: potentiates or activates the human KCNQ1 potassium channel. P51787. CHO-K1 KCNQ1, thallium flux FluxOR fluorescence; active compounds read high. B-score at 10 µM. 0.35% of 310,000 active. AID 2648;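 active = fluorescence ratio B-score, a plate-corrected score, at least three library SD, with initial intensity B-score within 5 SD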
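System: CHO-K1 cells stably expressing KCNQ1 / Medium: assay buffer for compound exposure, DMSO matched across wells / Reagent: thallium- and potassium-containing depolarizing buffer / Compound: one concentration, matched DMSO / Incubation: 20 min compound pretreatment at room temperature / Measured by: kinetic FluxOR fluorescence, 10 s baseline plus 110 s post-stimulus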
hERG rescue: compounds protecting human hERG from proarrhythmic drug block. Q12809. CHO-hERG, FluxOR thallium flux, dofetilide IC70 present. activation (rescue from dofetilide block), less the hit threshold, % at 10 µM. 0.51% of 310,000 active;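 active = activation above the mean of controls blocked by dofetilide plus 5 SD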;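 note: thallium influx through hERG after potassium depolarization seen as dye fluorescence rise; in these data hits start at about 4.7%; inactives centre near -7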
The depositor's hits bear a star; i = inactive; x = no result given. This is a subset; the hit share may differ from the screen's.

SMILES	GSK3B inh	KCNK3 block	DYRK1A inh	GSK3A inh	KCNK9 inh	HDAC3 inhib	RGS4 act	PolyA inhibitor	KCNQ1 inh	KCNQ1 act	hERG rescue
CC(SCc1cc(=O)n2c([nH]c3ccccc32)c1C#N)C(=O)O (centres undefined)	0.0	i	13.5	-2.1	i	-6.7	i	i	i	i	-3.5
COc1ccc(N2CCN(C(=O)c3cc4cc(Cl)ccc4[nH]3)CC2)cc1	-0.7	i	-0.2	-2.5	i	-3.2	i	i	i	i	-7.2
O=C(CSc1ncn[nH]1)Nc1ccc(S(=O)(=O)Nc2ncccn2)cc1	0.7	i	-3.6	-0.5	i	-4.3	i	i	i	i	-16.6
O=C(NCCC(=O)N1CCC2(CC1)NCCc1[nH]cnc12)c1cccc(Br)c1	1.8	i	1.6	-0.7	i	-11.6	i	i	i	i	-10.4
O=S(=O)(Nc1ccc(S(=O)(=O)Nc2ccccc2)cc1)c1ccccc1	-1.0	i	-8.0	-0.7	i	-2.6	i	i	i	i	-15.0
O=C(COc1ccccc1Cl)N1CCc2ccccc2C1	0.8	i	11.8	3.4	i	4.7	i	i	i	i	-5.8
Cc1noc(C(=O)NCc2ccc(F)cc2)c1Cl	0.4	i	4.3	-0.7	i	11.2	i	i	i	i	-16.6
Cc1ccc(-c2nnc(N3CCOCC3)c3ccccc23)cc1S(N)(=O)=O	-3.5	i	5.9	3.2	i	3.1	i	i	i	i	-6.7
COc1cc2c(cc1OC)C(SC)=NC1(CCCC1)C2	-1.2	i	-1.3	0.8	i	-4.2	i	i	i	i	-15.5
Cc1cc(-c2nnc(CCC(=O)N(C)Cc3ccsc3)o2)no1	0.4	i	-5.2	0.3	i	x	i	i	i	i	-6.4
O=C(COc1ccccc1)NNC(=S)NC(=O)c1ccccc1	-4.5	i	-0.3	-0.1	i	2.5	i	i	i	i	0.0
COc1ccc(C(=O)c2nc3c(n2O)CCCC3)cc1OC	-0.8	i	-2.0	1.9	i	4.8	i	i	i	i	-6.1
N#CC1=C2Nc3ccccc3N2C(=O)NC1(c1ccccc1)C(F)(F)F (centres undefined)	0.5	i	0.8	8.9	i	3.3	i	i	i	i	-8.4
O=C(COC(=O)c1cc(S(=O)(=O)N2CCCCC2)ccc1N1CCOCC1)c1ccccc1	-3.3	i	x	-0.8	i	-0.7	i	i	i	i	-10.3
O=C(Nc1ccccc1C(=O)O)c1cccc(S(=O)(=O)Nc2ccc(Br)cc2)c1	0.1	i	-4.8	-1.3	i	2.8	i	i	i	i	-20.6
NC(=O)c1ccc[n+](CCC[n+]2cccc(C(N)=O)c2)c1	0.9	i	-6.5	-0.3	i	-18.8	i	i	i	i	-21.9
CCN(CC)CCOC(c1ccccc1)c1ccc(C)cc1 (centres undefined)	1.5	i	-2.7	-1.3	i	2.8	i	i	i	i	-5.0
CC(C(=O)NC1CCCC1)N(Cc1ccco1)C(=O)c1snc(C(=O)NC2CCCC2)c1N (centres undefined)	1.0	i	4.2	-2.1	i	-8.8	i	i	i	i	-13.9
Cc1nc(SCC(=O)N2CC(=O)Nc3ccccc32)c2c(C)c(C)sc2n1	-0.8	i	-3.4	-1.1	i	2.1	i	i	i	i	-14.6
COC(=O)c1ccc(C2C(Oc3ccc(OC)cc3)C(=O)N2CCc2ccc(OC)c(OC)c2)cc1 (centres undefined)	-5.6	i	-3.8	0.3	i	5.4	i	i	i	i	-6.2
CC(C)(C)c1ccc(Cn2nnc3c(=O)[nH]c(C4CCCN(C(=O)Cc5cccs5)C4)nc32)cc1 (centres undefined)	-1.9	i	11.8	-1.3	i	17.3	i	i	i	i	-13.2
Cc1ccc(S(=O)(=O)N(C)c2ccc(N)cc2)cc1	2.6	i	1.5	10.0	i	-0.3	i	i	i	i	-6.6
Cc1cccc(NC(=O)CSc2cc(C)c(C#N)c3nc4ccccc4n23)c1	2.2	i	17.2	-2.4	i	x	i	i	i	i	-10.4
Cc1ccc(S(=O)(=O)/N=C(/c2ccc(F)cc2)N2CCCC2)cc1	0.0	i	3.3	x	i	-5.9	i	i	i	i	-4.5
Cc1ccc(SCCC(=O)NC2CC2)cc1	-3.3	i	-4.4	-1.7	i	9.7	i	i	i	i	-5.3
C=CCOc1c(Br)cc(CNc2ccc3[nH]c(=O)[nH]c3c2)cc1OCC	-1.6	i	0.5	-0.7	i	4.4	i	i	i	i	-0.1
CCOC(=O)c1sc2nc(C(C)C)c3c(c2c1N)CC(C)(C)OC3	-3.6	i	8.7	0.7	i	-14.6	i	i	i	i	-7.6
CC1=C(C(=O)Nc2ccc(F)cc2)C(c2cccc(C)c2)n2nc(CCCO)nc2N1 (centres undefined)	0.9	i	2.4	-2.2	i	-1.1	i	i	i	i	-8.8
CC(C)(C)NC(=O)NC(=O)COC(=O)CNC(=O)C1CCCCC1	2.6	i	-1.8	-4.5	i	-3.1	i	i	i	i	-8.4
CC(=O)NC1CSCC1OC(C)=O (centres undefined)	1.7	i	-2.3	-3.8	i	-7.8	i	i	i	i	-6.8
Cc1nc(S(=O)(=O)Cc2ccccc2Cl)nc2c1CCC2	2.0	i	-1.7	1.9	i	3.2	i	i	i	i	-10.6
COc1ccc(/C=C(\C#N)C(=O)OCC(=O)N(C)C2CCS(=O)(=O)C2)cc1 (centres undefined)	1.6	i	18.2	-0.8	i	2.4	i	i	i	i	-11.4
O=S(=O)(NCc1cn2ccccc2n1)c1cccs1	0.8	i	-1.0	-4.7	i	x	i	i	i	i	-10.8
COc1ccc(CNC(=O)CN(c2cc(C)cc(C)c2)S(=O)(=O)c2c(C)noc2C)cc1	0.1	i	6.1	-2.8	-8.61*	0.1	i	i	i	i	-6.2
O=C(Nc1cccc(F)c1)c1sc(Cl)nc1-c1ccccc1	0.8	i	2.8	-3.3	i	12.6	i	i	i	i	-13.8
C=CCNc1nnc(C)c2ccccc12	-0.3	i	3.8	0.0	i	-1.2	i	i	i	i	-6.9
CCOc1ccccc1OCC(=O)NCc1ccco1	-7.9	i	1.2	-2.0	i	3.7	i	i	i	i	-0.6
Cn1c(SCC(=O)O)nc2ccccc2c1=O	1.1	i	16.3	0.2	i	0.2	i	i	i	i	1.7
COc1ccc2c(c1)C(=O)Cc1ccccc1O2	6.3	i	0.3	-2.2	i	-0.5	i	i	i	i	-2.4
CCCCC1(C)NC(=O)c2c(C)sc(C(=O)OCC)c2N1 (centres undefined)	4.0	i	6.7	-3.9	i	-11.0	i	i	i	i	-13.1
COc1cc(OC)cc(C(=O)NCCN2C(=O)S/C(=C\c3cccs3)C2=O)c1	0.0	i	5.3	-4.1	i	13.1	i	i	i	i	-0.3
COc1ccc(CCn2c(-c3ccc(C(C)(C)C)cc3)n[nH]c2=S)cc1OC	2.2	i	1.6	-1.1	i	13.2	i	i	i	i	1.9
Cc1cccc(N2CCC(N=CN(C)C)=N2)c1	4.1	i	0.2	x	i	1.5	i	i	i	i	-10.5
O=C(Nc1ccc(S(=O)(=O)N2CCCCC2)cc1)C1CC(=O)N(c2ccc(Cl)cc2)C1 (centres undefined)	x	i	17.1	-2.4	i	1.8	i	i	i	i	-12.4
CCCn1nnc(NC(=O)c2cc(Br)cc(Br)c2OC)n1	3.7	i	2.5	1.7	i	1.9	i	i	i	i	-8.5
CCC(=O)Nc1cc2nn(-c3ccc(OC)cc3)nc2cc1C	0.8	i	-4.2	-5.0	i	-13.4	i	i	i	i	-2.0
COc1ccccc1CNC(=O)c1ccc(SC)cc1OC	-1.1	i	9.0	-1.0	i	0.0	i	i	i	i	-16.0
Cc1ccc(Cn2c(SCC(=O)NCC3CCCO3)nc3c2c(=O)n(C)c(=O)n3C)cc1 (centres undefined)	-0.3	i	-6.3	-1.7	i	0.2	i	i	i	i	-2.7
Cc1ccc(C(=O)COC(=O)c2cc(=O)[nH]c3ccccc23)cc1	1.7	i	3.5	0.7	i	3.1	i	i	i	i	-3.9
O=C(Nc1ccc(OC(F)(F)F)cc1)c1ccc2c(c1)no[n+]2[O-]	-2.0	i	-2.4	-0.8	i	-0.3	i	i	i	i	-5.0
CC(=O)Oc1cc2c(C(C)=O)coc2c2ccccc12	-2.1	i	-2.4	-0.1	i	-0.5	i	i	i	i	-13.1
COc1ccc(/C=C(/NC(=O)c2cccc([N+](=O)[O-])c2)C(=O)O)cc1	3.5	i	-0.1	-2.0	i	x	i	i	i	i	1.3
Cc1cc(Cl)c(OCCCN2CCCCC2)c(Br)c1	4.7	i	-4.0	2.0	i	-8.6	i	i	i	i	-12.9
CCCCCCSc1ccc([C@H]2N[C@@](CC(C)C)(C(=O)OC)[C@H]3C(=O)N(C)C(=O)[C@@H]23)cc1OC	2.6	i	x	-1.5	i	11.6	i	i	i	i	-0.4
CC(=O)c1ccc(NC(=O)/C(=C\c2ccccc2)NC(=O)c2ccco2)cc1	1.9	i	4.1	-0.3	i	13.1	i	i	i	i	-8.0
Cc1ccc(O)c(C2=NNC(c3ccc(Cl)cc3)C2)c1 (centres undefined)	-0.2	i	-3.3	-1.1	i	-1.3	i	i	i	i	-8.2
O=C(c1cccc(Br)c1)N1CCN(C2=NS(=O)(=O)c3ccccc32)CC1	-14.7	i	11.7	1.0	i	-2.2	i	i	i	i	-15.3
COc1cc(OC)c(NS(=O)(=O)c2c(C)[nH]c(=O)[nH]c2=O)cc1Cl	-0.6	i	3.8	-2.2	i	-4.1	i	i	i	i	-2.8
CCN(CC)CCN1C(=O)C(O)=C(C(=O)c2sc(C)nc2C)C1c1cccnc1 (centres undefined)	0.9	i	-3.1	-1.4	i	5.2	i	i	i	i	-2.7
O=C(CN1CCN(Cc2ccccc2)CC1)Nc1ccc(-n2cnnn2)cc1	1.6	i	2.9	0.3	i	3.1	i	x	i	i	-10.4
CC(=O)N1CCN(c2ccccc2NC(=O)Cc2ccc(Cl)cc2)CC1	-3.6	i	-6.5	-0.7	i	-1.1	i	i	i	i	-4.0
